# miR-122 sensor: inhibitors of miR-122 in Huh7 cells | Huh7 miR-122 Renilla luciferase sensor, 48 h; neutral wells = 0, positive control = 100 | AID 602342 | 340,000 compounds, 0.3% hits | activation (reporter increase), % at 12.5 µM;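 active means mean replicate activation score at least 90 and every replicate individually at or above 90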;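 further: higher luciferase means less miR-122 activity so hits act as miR-122 inhibitors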
# esBAF inh: inhibitors of esBAF chromatin remodeling in mouse ES cells | Bmi1-luciferase knock-in reporter, 24 h; 100% = twice the neutral-well signal | reporter increase, % at 12.5 µM | AID 602393 | 350,000 compounds, 2% hits; in the data active means activation above about 40%;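 further: 0% = median of the plate's neutral control wells and 100% = double that signal; a rise in the Bmi1 reporter signal indicates esBAF inhibition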
# SIRT5 block: sirtuin-5 (human) deacylase inhibition | AID 652115 | Purified SirT5, succinyl-peptide AMC, trypsin-coupled fluorescence | inhibition, % at 15 µM | Q9NXA8 | 330,000 compounds, 1.1% hits; in the data active means inhibition above about 15%
# Target sequence (Q9NXA8 whole entry, looked up): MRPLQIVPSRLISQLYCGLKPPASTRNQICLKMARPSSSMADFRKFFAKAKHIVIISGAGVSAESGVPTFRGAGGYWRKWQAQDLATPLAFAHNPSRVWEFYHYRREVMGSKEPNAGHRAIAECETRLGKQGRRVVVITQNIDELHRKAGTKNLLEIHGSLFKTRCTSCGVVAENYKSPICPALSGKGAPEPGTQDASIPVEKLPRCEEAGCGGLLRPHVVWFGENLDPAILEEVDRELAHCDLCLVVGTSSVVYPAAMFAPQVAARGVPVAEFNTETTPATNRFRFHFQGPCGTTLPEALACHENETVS
# Cneo AK release: causes C. neoformans cell lysis; adenylate kinase release luminescence, 4 h; normalised: neutral wells 0, clomiphene wells 100; lysis activity, % at 15 µM; 360,000 compounds, 0.2% hits; AID 651654;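 active means mean lysis activity across replicates of at least 80%, whatever share of replicates individually reach that level; inactive means mean lysis activity below 80%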
#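 Material: C. neoformans cells; Schedule: 4 h static compound exposure, 37 °C, read 1 h post-reagent; Measured by: adenylate kinase release luminescence; Read-out: signal increase indicating cell lysis; Controls: Clomiphene as positive lysis control.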
# C2C12 statin: suppression of simvastatin myotoxicity; rescue of ATP level, % at 7.49 µM; 330,000 compounds, 0.78% hits; C2C12 myotubes + simvastatin, ATP luminescence, 48 h; scaled: DMSO 0, geranylgeraniol control 100;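 active means mean ATP rescue above about 67%, or every replicate alone reaching that limit, limit read from the data, passing the limit was not always enough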;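 further: myotubes were challenged with 10 µM simvastatin during compound exposure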
# ARNT TACC3 PPI: disrupts binding between human ARNT and TACC3; Q9Y6A5; AlphaScreen His-ARNT PAS-B/GST-TACC3 binding, luminescence; TACC3 fragment carries E629A point mutation; inhibition, % at 9.99 µM; 390,000 compounds, 0.66% hits;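 active means mean inhibition of replicates at least 50% and at least half of replicates each reaching 50%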;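 further: 0% = complete ARNT plus TACC3 wells and 100% = ARNT alone without TACC3; many hits fall short of the cut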
# ERp5 block: ERp5 (human) disulfide isomerase inhibition | Q15084 | ERp5 insulin aggregation, absorbance 650 nm, 90 min | inhibition, % at 9.99 µM | 350,000 compounds, 0.05% hits | AID 651711;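 active means mean replicate inhibition above about 25%, with every replicate also reaching it, limit read from the data, passing the limit was not always enough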
# Target sequence (Q15084 whole entry, looked up): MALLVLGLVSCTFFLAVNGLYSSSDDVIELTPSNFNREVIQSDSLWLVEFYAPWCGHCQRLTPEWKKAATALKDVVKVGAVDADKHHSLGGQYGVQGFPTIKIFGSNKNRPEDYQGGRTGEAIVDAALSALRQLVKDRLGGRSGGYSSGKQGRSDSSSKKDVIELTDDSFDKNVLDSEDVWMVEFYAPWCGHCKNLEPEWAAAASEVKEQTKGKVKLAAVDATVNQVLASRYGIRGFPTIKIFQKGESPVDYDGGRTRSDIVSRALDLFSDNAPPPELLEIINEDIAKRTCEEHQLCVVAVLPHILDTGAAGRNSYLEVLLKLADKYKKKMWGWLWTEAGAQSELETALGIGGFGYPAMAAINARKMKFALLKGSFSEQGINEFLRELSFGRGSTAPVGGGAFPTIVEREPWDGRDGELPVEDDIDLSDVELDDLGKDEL
# Active calls of the source: *; · = no result given; [ ] = dose if it differs, or a comment. Rows are unselected; any-hit rate near 4%.
entry	smiles	miR-122 sensor	esBAF inh	SIRT5 block	Cneo AK release	C2C12 statin	ARNT TACC3 PPI	ERp5 block
1	CCC(Oc1ccccc1)C(=O)NC1C(=O)N2C1SC(C)(C)C2C(=O)O (stereo not drawn)	·	·	9	·	·	-5	5
2	CC(=O)NC1=NN(C(C)=O)C(C)(c2cccs2)S1 (stereo not drawn)	0	-12	·	0	0	·	·
3	CCN(CC)CCC(c1ccc(N(C)C)cc1)c1c(O)cc(OC)cc1OC (stereo not drawn)	-2	1	·	-2	2	30*	·
4	O=C(CSc1n[nH]c(-c2cccs2)n1)NCc1ccc2c(c1)OCO2	-4	-6	·	4	6	-4	·
5	CN1CCC(=NNC(=O)C(=O)NC(C)(C)C)CC1	·	-6	-4	0	-14	2	3
6	O=C1CCC(Cc2ccccc2)N1 (stereo not drawn)	·	7	·	-1	-15	20	·
7	Cc1ccc(CN2CCN(/N=C/c3ccc(C)s3)CC2)cc1	-5	0	·	0	13	·	·
8	Cc1ccccc1-c1ccc([C@@H]2[C@H](CO)N3CCCCN(S(=O)(=O)c4cn(C)cn4)C[C@@H]23)cc1	-11[16.7 µM]	·	-3	-2	·	2	-3
9	Cc1ccc(S(=O)(=O)NC(=O)COc2cc(C)ccc2C(C)C)cc1	·	·	-1	1	·	-6	0
10	CC(C)(C)[S@](=O)N1Cc2cc(C(=O)NCc3ccncc3)nc(-c3cccc(-c4ccc(C#N)cc4)c3)c2[C@@H]1CCO	·	-3	·	-10	-3	13	-6
11	CC(C)(C)NC(=O)COC(=O)c1ccc(Cl)c(S(N)(=O)=O)c1	·	·	0	·	·	4	3
12	CCN(CC)Cc1ccccc1Sc1ccccc1	·	·	-2	·	·	-2	8
13	C[C@H](CO)N1C[C@H](C)[C@H](CN(C)Cc2ccncc2)Oc2ccc(NC(=O)Cc3cn(C)c4ccccc34)cc2C1=O	2[16.7 µM]	-4	5	3	-1	1	-1
14	CC(OC(=O)c1ccc(Cl)nc1)C(=O)NC(C)(C)C (stereo not drawn)	-7	-3	-1	·	9	-3	6
15	COc1ccc(CNC(=O)C[C@@H]2CC[C@@H](NC(=O)c3ccc4c(c3)OCO4)[C@H](CO)O2)cc1	·	2	-1	1	1	-5	-3
16	Cc1noc(C)c1NC(=O)Nc1ccc2c(c1)CC(=O)N([C@@H](C)CO)C[C@H](C)[C@@H](CN(C)Cc1ccccc1)O2	-4[16.7 µM]	-1	7	-3	-19	-17	-2
17	Cc1ccccc1S(=O)(=O)N1[C@@H]2Cn3c(cccc3=O)[C@H]1[C@@H](C(=O)N1CCOCC1)[C@@H]2CO	4[16.7 µM]	-1	1	1	23	-9	3
18	Nc1ccccc1SCC(=O)Nc1nc(-c2ccccc2)cs1	0	4	-4	-4	-4	-21	2
19	O=C(O)c1ccccc1C(=O)NCc1ccc(F)cc1	-6	0	·	-1	-2	-5	·
20	COc1ccc(OCCOC(=O)CNC(=O)c2ccc(Cl)cc2Cl)cc1	·	·	-4	1	21	3	-1
21	Cc1ccc(-c2cc(C(=O)O)c3sc(N4CCCCC4)nc3n2)cc1	0	7	·	·	-5	-7	·
22	CCCN1C[C@@H](C)[C@@H](OC)CN(C)C(=O)c2ccc(NC(=O)C3CCOCC3)cc2OC[C@@H]1C	·	-2	0	-5	0	-2	-6
23	CCOc1cc(S(=O)(=O)NCCc2cccc(C)c2)c(OCC)cc1-n1cnnn1	80	-4	·	-1	6	2	·
24	CCOC(=O)C(Cc1ccccc1)NC(C)=O (stereo not drawn)	2	-4	·	·	·	-7	·
25	CCOc1ccccc1-n1c(SC(C)C(=O)NCC2CCCO2)nc2ccccc2c1=O (stereo not drawn)	1	8	-1	0	13	3	4
26	O=c1cc(O)nc(SCc2ccccc2)n1-c1ccc(F)cc1	-5	·	·	2	·	-1	·
27	Cc1cc(NC(=O)CSc2nnnn2C2CCCC2)no1	-6	-5	·	1	2	-5	·
28	CC(C)COc1ccc(C(=O)Nc2scc(-c3ccc(Cl)cc3Cl)c2C(N)=O)cc1	-13	-12	·	-3	5	-2	·
29	COc1ccc(-n2nnnc2CNC(=O)c2ccc3c(c2)OCO3)cc1	-5	1	-6	-1	-6	4	5
30	Cc1ccc(S(=O)(=O)NC(=O)Nc2ccc(OC(F)F)cc2)cc1	-10	·	-2	-1	·	-14	1
31	CCCC1(CC)C(=O)NC(=O)N=C1N (stereo not drawn)	·	-5	5	1	1	-3	-4
32	CSc1ccc(CSCC(=O)N2CCN(S(=O)(=O)c3ccc(C)cc3C)CC2)cc1	-5	5	-3	0	2	3	-8
33	O=C(O)CCC(=O)NC1CCCCC1	0	12	·	1	-5	-2	·
34	Cc1cc(=O)n2c(c1C#N)SC1CCCCC12O (stereo not drawn)	·	1	-1	0	-20	2	5
35	Cc1cccc2c1N(C(=O)c1ccco1)C(C)(C)c1ssc(=S)c1-2	0	-4	·	1	10	3	·
36	C=CCNc1ncnc2c1ncn2[C@H]1CN(CCc2ccccc2)C[C@@H](CO)O1	-11	-6	-5	1	4	·	3
37	Cc1ccc2cc(CN(Cc3ccc4c(c3)OCO4)Cc3nnnn3Cc3ccco3)c(=O)[nH]c2c1	·	10	1	1	11	-10	-2
38	COc1ccc(-c2c(-c3cc(OC)cc(OC)c3)n(C)c3ccc(-c4ccc5c(c4)OCCO5)cc23)cc1	6	-8	-15	3	9	-2	3
39	O=C(NCCC1CCCCN1S(=O)(=O)c1ccccc1)C(=O)NCc1ccccn1 (stereo not drawn)	·	18	3	1	-5	2	1
40	CCOC(=O)c1c(CN2CCN(c3ccccc3)CC2)oc2ccc(O)cc12	5	-3	-5	7	-2	13	-1

# Molecules from the list above that contain a cyano group:
entry	smiles	miR-122 sensor	esBAF inh	SIRT5 block	Cneo AK release	C2C12 statin	ARNT TACC3 PPI	ERp5 block
10	CC(C)(C)[S@](=O)N1Cc2cc(C(=O)NCc3ccncc3)nc(-c3cccc(-c4ccc(C#N)cc4)c3)c2[C@@H]1CCO	·	-3	·	-10	-3	13	-6
34	Cc1cc(=O)n2c(c1C#N)SC1CCCCC12O (stereo not drawn)	·	1	-1	0	-20	2	5

# Continued:
entry	smiles	miR-122 sensor	esBAF inh	SIRT5 block	Cneo AK release	C2C12 statin	ARNT TACC3 PPI	ERp5 block
41	C[C@H](CO)N1C[C@H](C)[C@@H](CN(C)Cc2ccc(F)cc2)Oc2ncc(-c3ccc(F)cc3)cc2C1=O	-4[16.7 µM]	5	·	·	-23	·	·
42	C[C@@H](NC(=O)C[C@@H]1CC[C@@H](NC(=O)C2CCOCC2)[C@H](CO)O1)c1ccccc1	·	4	0	3	2	-10	0
43	O=C1CC(N2CCN(c3ccc(Cl)cc3)CC2)C(=O)N1c1ccccc1 (stereo not drawn)	2	-5	4	-4	6	0	0
44	Cc1cccc(NS(=O)(=O)c2c(C(=O)N3CCCC3)c(C)n(C)c2C)c1	24	1	-2	4	9	-12	1
45	COc1cc(OC)cc(-c2c(C#Cc3ccsc3)c3cc(-c4ccc5cc[nH]c5c4)ccc3n2C)c1	15	3	·	0	-36	-4	-2
46	COc1ccc(OCc2nnc(SCC(=O)c3ccccc3)o2)cc1	1	-15	-6	-1	4	-1	-1
47	CCCCc1nc2ccccc2c(=O)n1NC(=O)c1c(O)c2ccccc2n(C)c1=O	·	·	-1	·	·	1	3
48	COc1ccc(N2CCN(C(=O)COc3ccc4c(C)cc(=O)oc4c3C)CC2)cc1	-7	4	-2	-1	107*	0	2
49	CCOC(=O)COn1c(=O)c(-c2ccc(OC)cc2)[n+]([O-])c2ccccc21	·	21	1	-1	-15	-4	1
50	O=C(C[C@@H]1CC[C@H]2[C@@H](COC[C@@H](O)CN2S(=O)(=O)c2ccc(F)cc2)O1)NCc1ccc(Cl)c(Cl)c1	-4[16.7 µM]	2	1	1	0	-6	0
51	CCCNC(=O)[C@@H]1N[C@@H]2c3ccc(-c4cccc(F)c4)c(=O)n3C[C@@H]2[C@H]1CO	-3[16.7 µM]	3	·	·	-16	·	·
52	Cc1ccc(S(=O)(=O)N2CCC(C(=O)N3CCC[C@H]3C(=O)NCC(C)C)CC2)cc1	-5	2	0	2	20	2	-6
53	COc1ccc(NC(=O)N(C)C[C@@H]2Oc3ccc(NC(=O)C4CCCCC4)cc3CC(=O)N([C@@H](C)CO)C[C@@H]2C)cc1	-7[16.7 µM]	-1	-1	3	7	-6	11
54	COc1ccc(C2(O)CCN(Cc3nnnn3Cc3ccc(C)cc3)CC2)cc1	-1	0	-2	0	-2	2	2
55	O=C(CSc1nnnn1-c1ccccc1)CSc1nnnn1-c1ccccc1	-9	0	3	0	11	-4	4
56	Cc1ccc(C)c(-n2cc(CN3CCN(C(=O)c4ncn[nH]4)CC3)c(-c3ccccc3)n2)c1	-6	-4	0	3	-9	·	-3
57	COc1ccc(CC(=O)c2cc(OC)c(OC)cc2CC(=O)O)cc1OC	-3	-16	·	4	·	-15	·
58	Cc1cc(C)n(/N=C/c2ccccc2)c(=O)c1C#N	-5	-7	·	0	5	3	·
59	C[C@@H]1CN([C@H](C)CO)C(=O)c2cc(-c3cncnc3)cnc2O[C@@H]1CN(C)C(=O)Cc1cccnc1	20[16.7 µM]	-6	1	39	2	-3	3
60	CC(/C=N/NC(=O)c1ccccc1F)=C\c1ccccc1	2	20	-15	-4	-3	5	-2
61	Cc1cccc(C(=O)N2CCCCCC2)c1	0	-1	·	-2	-19	11	·
62	Cc1nnc(SCC(=O)Nc2ccc(Br)cc2)n(N)c1=O	-2	1	-2	5	8	-8	-1
63	COc1ccc(CN(C)C[C@@H]2Oc3ccc(NC(=O)Nc4ccc(OC)cc4)cc3CC(=O)N([C@H](C)CO)C[C@@H]2C)cc1	1[16.7 µM]	0	6	10	-17	3	-1
64	O=C(NCc1ccccc1)c1onc(CSc2ccc(F)cc2)c1C(=O)NCc1ccccc1	-2	-4	·	8	-1	-2	·

# Limited to ERp5 block, for 2 of the compounds above:
item | SMILES | ERp5 block
44 | Cc1cccc(NS(=O)(=O)c2c(C(=O)N3CCCC3)c(C)n(C)c2C)c1 | 1
45 | COc1cc(OC)cc(-c2c(C#Cc3ccsc3)c3cc(-c4ccc5cc[nH]c5c4)ccc3n2C)c1 | -2

# Next part:
entry	smiles	miR-122 sensor	esBAF inh	SIRT5 block	Cneo AK release	C2C12 statin	ARNT TACC3 PPI	ERp5 block
65	C[C@@H]1CN([C@H](C)CO)C(=O)c2cccc(NS(=O)(=O)c3ccc(Cl)cc3)c2O[C@H]1CN(C)C(=O)Nc1ccc2c(c1)OCO2	-7[16.7 µM]	0	0	-7	19	3	-1
66	CCCC(=O)Nc1ccc2c(c1)OC[C@@H](C)N(Cc1cncnc1)C[C@H](C)[C@@H](OC)CN(C)C2=O	·	0	3	2	-11	-5	-6
67	N#Cc1ccc2nc3c(nc2c1)CCCC3	-15	-3	0	2	1	38	3
68	CCOC(=O)c1c(NC(=O)COC(=O)c2ccncc2)sc(C)c1C	·	·	-1	·	·	2	3
69	O=C(NC(=S)NCc1ccco1)c1ccccc1	1	-6	-3	·	-2	·	-2
70	CCOC(=O)CC(=O)CSc1nc2c(cc1C#N)CCCCC2	-5	52*	·	-3	-3	-18	·
71	COc1ccc(S(=O)(=O)N2CCN(c3ccccc3OC)CC2)cc1	3	1	1	-2	-5	-2	0
72	Cc1cc(C(=O)NN=C(CCC(=O)O)c2cccs2)c(C)o1	·	10	-3	1	-2	·	-14
73	S=c1[nH]ccn1-c1cccc(Cl)c1	-2	·	-1	-4	·	17	6
74	COc1ccccc1N1CCN(C(=O)C2CCN(C(=O)c3ccccc3C)CC2)CC1	-5	·	-1	-1	·	-5	5
75	C[C@H]1CN([C@@H](C)CO)C(=O)c2cccc(NS(=O)(=O)c3cn(C)cn3)c2O[C@H]1CN(C)Cc1ccc(Cl)c(Cl)c1	13[16.7 µM]	0	0	3	27	-7	-6
76	CC(C)C1C(=O)N(Cc2cn(CCC3OCCO3)nn2)CCS(=O)(=O)N1Cc1ccc(-c2cccc(N(C)C)c2)cc1 (stereo not drawn)	3	0	-3	1	-4	·	1
77	O=C(Nc1ccc(F)cc1)C1CC(=O)N(Cc2ccco2)C1 (stereo not drawn)	-5	·	-2	0	·	1	7
78	CC(Oc1ccccc1Cl)C(=O)N(Cc1cccs1)C1CCS(=O)(=O)C1 (stereo not drawn)	-1	-9	8	-1	4	·	-6
79	CCC1CCCCN1S(=O)(=O)c1ccc(NC(=O)CSc2ncccc2C(=O)O)cc1 (stereo not drawn)	-6	-3	·	1	-12	44*	·
